Source: PubChem
ADAM10 inh – inhibits human ADAM10. inhibition, % at 7 µM. recombinant ADAM10, EDANS/DABCYL FRET peptide cleavage, 3 h. 370,000 compounds, 0.62% hits. O14672;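 active = inhibition above a per-campaign cutoff equal to the mean of compounds falling between control-based bounds plus 3 SD, cut at about 20% in these data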;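 also: 0% = DMSO wells while the 100% control is not disclosed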
ssDAF12 agonist – activates DAF-12 receptor from parasite S. stercoralis; AID 652126; activation, % at 6.8 µM; 370,000 compounds, 1% hits; HEK293 ssDAF-12/GRIP1 lit1-tk-luc reporter, luminescence; % of 3 µM dafachronic acid response;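 active = activation above the mean over all tested compounds plus 3 SD, cut at about 0.9% in these data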;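 also: 0% = DMSO-only wells and 100% = 3 µM delta7-dafachronic acid wells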
FXN GAA850 act – increases GAA850 frataxin promoter reporter activity; HEK293 lucGAA850 FXN promoter luciferase reporter, 24 h; percent of 10 µM SAHA response; activation, % at 6 µM; 360,000 compounds, 0.56% hits;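 active = activation above the average of all compounds screened plus 3 SD, cutoff fixed separately per campaign, cut at about 7.5% in these data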;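 also: 0% = DMSO wells and 100% = 10 µM SAHA wells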
NPR1 activator – GC-A (human) enzyme activation; AID 1671463; HEK293 GC-A cells, cGMP TR-FRET, EC30 ANP; 0% at EC30 ANP, 100% saturating ANP; P16066; activation, % at 10 µM; 370,000 compounds, 0.14% hits; in the data active = activation above about 40%
Target sequence (P16066 whole entry, looked up): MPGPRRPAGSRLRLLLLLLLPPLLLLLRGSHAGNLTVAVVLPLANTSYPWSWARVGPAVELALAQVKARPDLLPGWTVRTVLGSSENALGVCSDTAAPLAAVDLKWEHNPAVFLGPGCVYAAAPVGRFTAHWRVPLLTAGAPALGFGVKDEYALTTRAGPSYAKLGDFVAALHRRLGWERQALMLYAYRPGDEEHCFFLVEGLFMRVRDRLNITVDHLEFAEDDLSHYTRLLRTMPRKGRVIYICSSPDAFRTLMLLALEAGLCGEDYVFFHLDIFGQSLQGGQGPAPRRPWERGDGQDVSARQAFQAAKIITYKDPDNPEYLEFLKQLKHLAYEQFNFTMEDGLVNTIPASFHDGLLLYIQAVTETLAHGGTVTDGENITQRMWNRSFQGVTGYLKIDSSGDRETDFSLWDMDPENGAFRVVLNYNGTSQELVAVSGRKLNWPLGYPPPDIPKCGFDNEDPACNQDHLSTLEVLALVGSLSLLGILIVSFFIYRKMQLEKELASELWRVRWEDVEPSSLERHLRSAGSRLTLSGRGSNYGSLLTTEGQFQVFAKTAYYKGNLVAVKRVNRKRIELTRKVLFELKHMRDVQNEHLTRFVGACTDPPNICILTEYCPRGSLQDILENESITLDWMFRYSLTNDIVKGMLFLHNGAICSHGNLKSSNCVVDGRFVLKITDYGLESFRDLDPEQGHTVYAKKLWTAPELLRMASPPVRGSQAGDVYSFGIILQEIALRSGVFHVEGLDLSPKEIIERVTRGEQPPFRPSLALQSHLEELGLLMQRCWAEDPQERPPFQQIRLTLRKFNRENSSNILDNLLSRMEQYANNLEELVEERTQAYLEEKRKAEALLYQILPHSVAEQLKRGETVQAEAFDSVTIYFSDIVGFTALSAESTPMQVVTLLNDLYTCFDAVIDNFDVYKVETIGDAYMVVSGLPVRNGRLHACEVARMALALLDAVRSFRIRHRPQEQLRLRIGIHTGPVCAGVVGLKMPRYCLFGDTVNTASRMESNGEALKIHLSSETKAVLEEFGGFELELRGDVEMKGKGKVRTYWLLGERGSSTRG
PG9 Ab binder – small molecules binding HIV-1 gp120 antibody PG9; inhibition, % at 6.7 µM; 360,000 compounds, 0.43% hits; TR-FRET gp120-PG9 antibody binding; AID 624416; in the data active = inhibition above about 8.5%
hgDAF-12 ag – hgDAF-12 agonism, primary luciferase screen; 370,000 compounds, 1.8% hits; activation, % at 6.8 µM; HEK293 GAL4-hgDAF12 UAS-luciferase reporter, agonist luminescence; normalized to butyrate control; AID 687014;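 active = activation above a cutoff set at the mean of all screened compounds plus 3 SD, cut at about 10% in these data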;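 also: 0% = DMSO wells and 100% = sodium butyrate wells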
DAX1 inh-1 – DAX1 (NR0B1) inhibition, primary screen. 370,000 compounds, 1.1% hits. inhibition, % at 6.8 µM. HEK293T StAR-luciferase reporter, SF-1/DAX-1 repression relief. AID 652010;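 active = inhibition above the mean over all tested compounds plus 3 SD, cut at about 3.6% in these data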;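 also: 0% = DAX-1 cells with DMSO and 100% = cells lacking DAX-1 with DMSO; higher inhibition means more luminescence from relief of DAX-1 repression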
hcDAF-12 act – activates DAF-12 receptor from parasite H. contortus. HEK293 hcDAF-12 lit1-tk-luc reporter, luminescence; 0% DMSO, 100% Δ7-dafachronic acid. activation, % at 6.8 µM. 370,000 compounds, 1.4% hits. AID 652067;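 active = activation above the mean of all tested compounds plus 3 SD, cut at about 5.5% in these data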;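 also: 100% = response to 3 µM Δ7-dafachronic acid high control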
DAX1 inh-2 – inhibitors of human orphan nuclear receptor DAX1 (NR0B1) | P51843 | HEK293 Gal4-DAX1 luciferase reporter, luminescence | inhibition, % at 6.75 µM | 340,000 compounds, 0.99% hits | AID 504766;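 active = inhibition above the mean over all tested compounds plus 3 SD, cut at about 4.2% in these data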;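 also: 0% = DAX1-transfected cells with DMSO and 100% = empty-vector control cells with DMSO; inhibition shows as a rise in luminescence from relieved DAX1 repression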
ADAM17 inh – ADAM17 inhibition, QFRET primary screen; recombinant ADAM17, EDANS/DABCYL FRET peptide cleavage; inhibition, % at 6.95 µM; 370,000 compounds, 0.83% hits;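 active = inhibition above the mean of compounds lying between control limits plus 3 SD, set per campaign, cut at about 8.5% in these data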;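 also: 0% = DMSO-only wells as the low control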
SMARCA2 activ – activators of SMARCA2 function | MG213 cells, MMTV-luciferase reporter, dexamethasone, overnight | activation, % at 9.1 µM | 370,000 compounds, 1% hits; in the data active = activation above about 7.8%;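 also: 0% = vehicle wells and 100% = reference activator wells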
* hit, by the source's call; nt = no result given.

nr	molecule	ADAM10 inh	ssDAF12 agonist	FXN GAA850 act	NPR1 activator	PG9 Ab binder	hgDAF-12 ag	DAX1 inh-1	hcDAF-12 act	DAX1 inh-2	ADAM17 inh	SMARCA2 activ
1	O=C(CN1C(=O)NC2(CCCc3ccccc32)C1=O)c1ccc(F)cc1 (stereo not drawn)	-12.5	-0.9	-0.6	1.4	2.2	2.8	0.6	-1.8	0.4	-1.6	-1.7
2	COC(=O)c1cc(-c2ccc3c(c2)OCO3)nc2ccccc12	-47.9	-1.4	-0.4	12.3	1.5	1.3	0.1	-0.7	0.4	-16.2	-1.2
3	COc1ccc(C2c3ccc(O)cc3Oc3ncn(Cc4ccccc4)c(=N)c32)cc1OC (stereo not drawn)	-9.4	-2.5	-1.0	-6.7	-0.4	-1.8	-0.1	-2.9	-0.8	-4.0	1.1
4	O=C(Oc1ccc(N(Cc2cccs2)C2=NS(=O)(=O)c3ccccc32)cc1)c1ccc(Cl)cc1	-3.1	-0.6	2.1	-3.5	0.0	1.6	0.0	-1.2	0.4	1.5	-2.2
5	O=S(=O)(Oc1ccccc1-c1ccccc1)c1ccccc1	4.2	-0.4	2.9	-3.7	-0.1	0.9	-0.5	1.1	-1.8	-0.3	-4.2
6	Cc1cc([N+](=O)[O-])ccc1NC(=O)C(C)NC1CCCCC1 (stereo not drawn)	-1.6	-0.9	1.1	-1.7	1.5	0.1	-0.3	-2.2	0.5	-0.1	-0.2
7	COc1cc(CCC(=O)OCC(=O)Nc2ccc(C)cc2Br)cc(OC)c1OC	2.6	-0.6	0.2	-2.0	0.0	0.8	-0.1	0.4	0.2	-0.5	-1.4
8	CC(=O)c1cccc(NC(=O)CSc2n[nH]c(=O)n2C2CC2)c1	-1.1	-1.3	2.0	-2.6	0.6	-1.6	-0.7	-0.6	-0.9	-0.7	-1.0
9	Cc1ccc(CNC(=O)CSc2ccsc2[N+](=O)[O-])cc1	4.5	-0.5	5.5	-1.3	-1.1	10.8*	1.5	6.5*	0.8	3.0	4.3
10	O=S(=O)(NC(=S)c1ccccc1)c1ccc(F)cc1	-7.1	-1.2	-1.6	-2.3	-1.5	1.9	-0.3	-0.8	0.6	-2.0	-2.9
11	O=C(NCCc1ccccc1)c1ccc2c(=O)[nH]c3c(C(=O)NCC4CCCO4)sc(=S)n3c2c1 (stereo not drawn)	-6.2	-0.5	0.7	-5.5	-4.3	5.8	0.4	0.5	-1.0	-1.4	1.5
12	COc1ccc2c(c1)c(C(=O)CN1CCN(Cc3ccccc3)CC1)c(C)n2C	-0.3	-1.1	0.6	-6.0	-3.4	0.2	-0.6	-1.6	0.8	-3.2	-2.0
13	CC1CCCC(NC(=O)COC(=O)c2ccc3c(c2)OCCO3)C1C (stereo not drawn)	-2.6	-1.1	0.4	-1.1	-1.1	-0.8	-0.8	-1.6	0.4	-0.3	-1.8
14	COCCCn1c(C)nnc1-c1cnn(-c2ccccc2)c1N	6.9	-1.9	1.0	0.0	0.2	-0.6	0.1	-0.8	-1.5	-1.6	3.0
15	CC(=O)NS(=O)(=O)c1ccc(NC(=O)CCC2CCCC2)cc1	-0.7	-0.7	-0.1	3.5	-0.5	-2.4	-0.5	1.1	0.3	-0.9	-3.0
16	Cc1cc(C(=O)CSc2nc3ccccc3c(=O)n2C)c(C)n1Cc1ccc2c(c1)OCO2	-19.2	-1.6	-4.0	-1.5	2.2	-1.8	-1.3	-3.2	-1.9	1.0	-6.3
17	O=C1NC2(CCCC2)C(=O)N1CCS(=O)(=O)Oc1ccccc1	-1.7	-1.1	-0.2	4.4	0.9	-0.2	-1.6	0.1	-0.5	-2.9	-2.2
18	CN(C)c1cc[n+](CC(=O)c2ccc(Br)cc2)cc1	0.8	-1.9	-1.2	1.1	-1.3	-3.3	-0.8	0.7	-0.9	1.8	-3.5
19	O=C(N/N=C/c1ccc(Sc2ccccn2)o1)c1cccc([N+](=O)[O-])c1	10.6	-1.1	-1.1	-0.3	-5.9	0.9	-1.6	0.2	0.4	0.9	0.8
20	COc1ccc(S(=O)(=O)N/N=C\c2ccccc2F)cc1	-11.9	-0.8	0.3	-0.3	-0.8	-2.2	-1.8	-0.5	0.5	-1.0	-1.4
21	CCN(CC(=O)Nc1c(F)cccc1F)C(=O)c1ccc(=O)n(Cc2ccccc2)n1	-6.2	-1.4	-1.3	0.2	0.9	-2.0	-1.1	-0.1	1.4	-1.5	-3.4
22	COc1cccc(NC(=O)CN(C)CC(=O)c2c(N)n(Cc3ccccc3)c(=O)n(C)c2=O)c1	-10.9	-1.7	-2.1	-1.8	2.2	1.5	0.0	-1.2	-0.4	-5.3	-1.0
23	O=C(Nc1ccccc1O)c1c(O)c2c([nH]c1=O)CCCC2	0.5	1.5*	7.1	-0.1	-2.1	19.0*	2.8	8.0*	5.0*	0.7	4.1
24	COc1ccc(S[C@]2(C(=O)N(C)C)CC(=O)N(C(=O)/C=C/c3ccccc3)[C@@H]2c2ccc(OC)cc2)cc1	3.5	-1.3	nt	1.0	nt	-1.1	-2.8	-1.9	nt	-0.5	-2.9
25	Cc1nc(N)nc(COc2ccccc2)n1	-0.3	-1.0	1.9	0.5	0.7	7.3	0.6	3.8	8.4*	0.4	1.9
26	Cc1cc[n+](Cc2ccc([N+](=O)[O-])cc2)cc1	-3.6	-1.5	0.0	1.7	2.6	2.4	0.0	-1.3	0.9	-1.6	-2.1
27	Cc1ccc(CCNC(=O)CN2C(=O)COc3ccccc32)cc1	0.6	-0.8	-0.1	1.7	0.1	0.4	-0.1	-1.7	-0.7	1.2	-2.4
28	Nc1nc2c(ncn2[C@@H]2O[C@H](CNCc3ccc(F)c(N4CCOCC4)c3)[C@@H](O)[C@H]2O)c(=O)[nH]1	-13.6	-0.8	nt	9.5	-2.1	2.3	1.6	0.5	nt	-3.5	-4.1
29	CCOc1ccc(N2C(=O)Nc3ccccc3C2(O)C(=O)N2CCN(c3ccccn3)CC2)cc1 (stereo not drawn)	-2.4	-1.1	-5.1	-1.5	0.7	1.0	0.5	-0.7	1.0	-5.6	-0.5
30	CCCNC(=O)NC1CCCc2ccccc21 (stereo not drawn)	6.2	-1.1	-1.5	0.6	-1.9	2.0	0.5	0.0	0.2	-0.3	-0.5

Numbers 26–30, reprinted for reference:
nr	molecule	ADAM10 inh	ssDAF12 agonist	FXN GAA850 act	NPR1 activator	PG9 Ab binder	hgDAF-12 ag	DAX1 inh-1	hcDAF-12 act	DAX1 inh-2	ADAM17 inh	SMARCA2 activ
26	Cc1cc[n+](Cc2ccc([N+](=O)[O-])cc2)cc1	-3.6	-1.5	0.0	1.7	2.6	2.4	0.0	-1.3	0.9	-1.6	-2.1
27	Cc1ccc(CCNC(=O)CN2C(=O)COc3ccccc32)cc1	0.6	-0.8	-0.1	1.7	0.1	0.4	-0.1	-1.7	-0.7	1.2	-2.4
28	Nc1nc2c(ncn2[C@@H]2O[C@H](CNCc3ccc(F)c(N4CCOCC4)c3)[C@@H](O)[C@H]2O)c(=O)[nH]1	-13.6	-0.8	nt	9.5	-2.1	2.3	1.6	0.5	nt	-3.5	-4.1
29	CCOc1ccc(N2C(=O)Nc3ccccc3C2(O)C(=O)N2CCN(c3ccccn3)CC2)cc1 (stereo not drawn)	-2.4	-1.1	-5.1	-1.5	0.7	1.0	0.5	-0.7	1.0	-5.6	-0.5
30	CCCNC(=O)NC1CCCc2ccccc21 (stereo not drawn)	6.2	-1.1	-1.5	0.6	-1.9	2.0	0.5	0.0	0.2	-0.3	-0.5

More compounds:
nr	molecule	ADAM10 inh	ssDAF12 agonist	FXN GAA850 act	NPR1 activator	PG9 Ab binder	hgDAF-12 ag	DAX1 inh-1	hcDAF-12 act	DAX1 inh-2	ADAM17 inh	SMARCA2 activ
31	N#Cc1cc2c(nc1SCc1cccnc1)CCCCC2	5.1	-2.0	5.5	-6.7	-2.2	0.3	-0.8	2.4	-1.3	3.0	4.1
32	Cc1oc(S(=O)(=O)N2CCOCC2)cc1C(=O)Nc1ccc(Cl)cc1	-6.2	-1.8	-1.3	7.4	-0.3	0.4	-0.3	0.2	-0.1	-2.1	-5.0
33	Cc1cccc(C)c1NS(=O)(=O)c1ccc(OCCNS(C)(=O)=O)cc1	1.7	-1.6	0.7	0.8	-1.5	0.8	-0.6	-1.7	2.2	3.0	-5.3
34	O=C(c1ccc(NS(=O)(=O)c2ccc(F)cc2)cc1)N1CCCCCC1	7.4	-0.7	2.5	0.7	-1.6	-1.5	1.1	-1.2	0.3	-3.3	-2.7
35	CCCCC(O)C1=C[N+](=O)CC=C1 (stereo not drawn)	3.1	-0.3	nt	0.4	-0.5	1.1	0.4	-0.9	nt	-0.2	2.4
36	O=C(NCc1ccc(F)cc1F)[C@@H]1CCCN1C(=O)[C@@H]1CCCN1C(=O)c1cccc(Cl)c1	-1.4	-0.1	nt	2.2	1.1	-4.2	0.6	-0.5	nt	3.9	-5.4
37	O=C(COc1ccc(Cl)cc1Cl)N1CCCCCC1	-1.0	-0.9	-0.4	7.7	0.8	3.5	-0.3	0.1	-1.5	-2.4	0.5
38	COc1ccc(CCNC(=O)c2ccc(CN3CCC(Cc4ccccc4)CC3)cc2)cc1	-1.3	-1.6	1.2	-0.4	0.1	-2.3	-1.0	-2.8	-0.2	-2.4	-4.0
39	O=C(Nc1nnc(-c2cc(Cl)ccc2Cl)o1)c1ccco1	0.6	0.0	1.7	-3.5	-2.1	0.7	0.9	-0.4	-0.1	1.3	-0.2
40	CN1CCN(C(=O)c2ccc3c(c2)NC(=O)/C(=C/c2ccccc2)S3)CC1	0.1	-1.5	-1.5	12.6	-6.0	-2.6	-0.8	-3.8	-0.6	1.1	-2.4
41	O=C1C2C3c4ccccc4C(c4ccccc43)C2C(=O)N1CN1CCOCC1 (stereo not drawn)	-5.6	-1.7	4.1	-6.1	-0.5	1.8	0.1	-1.8	-0.6	-2.1	-1.1
42	Cc1ccc(NC(=O)N2CCCC2c2cccs2)cc1 (stereo not drawn)	0.8	-1.2	2.2	-0.8	0.3	4.1	0.5	-0.2	-0.5	0.0	-1.0
43	Cc1ccc(C(=O)NC2CCCCCCC2)c(Cl)c1	6.8	0.3	-2.3	0.1	2.3	6.2	1.7	6.9*	-2.9	1.6	0.1
44	O=C1C2C3C=CC(C3)C2C(=O)N1c1ncn[nH]1 (stereo not drawn)	1.4	-0.7	-1.2	1.2	-2.0	1.8	-0.5	-0.4	0.8	-0.6	2.3
45	OC(c1ccccc1)C1CN(Cc2ccccc2)CCC1(O)c1ccccc1 (stereo not drawn)	-0.9	-0.6	-3.9	-7.7	-1.8	-1.7	1.6	-0.5	-0.7	-4.4	-1.6
